Screening data as filed in PubChem BioAssay.
T cell HTS: modulators of CD8 T cell-vesicle binding, primary screen, mouse 2C CD8+ T cells, flow cytometry | 2C CD8+ T cell-vesicle binding; active compounds read low | 330,000 tested, 0.068% active | AID 2052, 2009 | calls only at 7 µM;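 active = response, share of CD8 T cells binding vesicles, and their 90th percentile fluorescence all below set limits, cut at about 80% in these data, passing the limit was not always enough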
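Material: murine 2C transgenic CD8+ T lymphocytes / Also added: QL9-peptide-loaded Drosophila micro-vesicles bearing Ld, ICAM-1 and B7-1 / Schedule: binding step 1.5 h, 37 °C, antibody labelling 20 min, ice / Signal: flow cytometry, PE anti-B7-1 (FL2) versus Alexa647 anti-CD8 (FL8), PFA-fixed / Evaluation: percent CD8+ FL2 mean versus row control / Benchmarks: naked versus QL9-loaded vesicles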
MgcRacGAP inhibition: MgcRacGAP GTPase-activating activity inhibitors, confirmation, biochemical, ADP Hunter fluorescence; Rac GTPase-activating protein 1 (Homo sapiens); MgcRacGAP-stimulated Rac1 GTP hydrolysis, ADP Hunter fluorescence; higher % means a stronger effect; GST-tagged Rac1 F28L mutant substrate; one-dose inhibition, % at 30 µM; IC50 in µM for titrated hits; 340,000 tested, 0.6% active; AID 624330, 2012;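 active = first-screen hits whose inhibition reached a set limit at any dose in the follow-up dose series; inconclusive = inhibition above the set first-screen limit but never retested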;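 also: fluorescence reports GDP produced by GAP-driven GTP hydrolysis; strong numbers were not always called active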
RSV antiviral HEp-2: RSV antiviral activity via CPE protection, HEp-2 cells, primary 10 µM value included (AID 2391); HEp-2 cells, RSV-induced CPE inhibition; higher % means a stronger effect; CPE inhibition, % at 10 µM; hits with a dose series show IC50 in µM; 310,000 tested, 0.13% active; in the data active = a potency from the dose series; inconclusive = CPE inhibition mostly from about 23% at the one dose, without a potency; inactive = the rest, 99 in 100 with CPE inhibition below about 21%; also: strong numbers were not always called active
West Nile virus CPE: West Nile virus antiviral activity, cell-based, CPE readout (AID 1621) | West Nile virus-infected cells, CPE inhibition; higher % means a stronger effect | 290,000 tested, 0.02% active | CPE inhibition, % at 10 µM; hits with a dose series show IC50 in µM; in the data active = a potency from the dose series; inconclusive = CPE inhibition mostly from about 3.7% at the one dose, without a potency; inactive = the rest, 99 in 100 with CPE inhibition below about 2.2%; also: strong numbers were not always called active
SV40 large T antigen: SV40 large T antigen inhibitors, biochemical (AID 1903); SV40 large T antigen ATPase/helicase inhibition assay; higher % means a stronger effect; inhibition, % at 20 µM; hits with a dose series show IC50 in µM; 310,000 tested, 0.39% active; in the data active = a potency from the dose series; inconclusive = inhibition mostly from about 32% at the one dose, without a potency; inactive = the rest, 99 in 100 with inhibition below about 32%; also: strong numbers were not always called active
NS5 inhibitors: Dengue-2 NS5 methyltransferase inhibitors, primary screen, biochemical, confirmation dose response (AID 588689) | 340,000 tested, 0.3% active | Genome polyprotein (Dengue virus type 2 (strain 16681-PDK53)) | one-dose inhibition, % at 25 µM; IC50 in µM for titrated hits | Dengue-2 NS5 methyltransferase capping enzyme assay, biochemical; higher % means a stronger effect; in the data active = a potency from the dose series; inconclusive = inhibition above about 29% without an active follow-up result
NTR1 agonist: agonists of NTR1, primary screen, imaging, U2OS cells, beta-arrestin-GFP, high content (AID 493036). Neurotensin receptor type 1 (Homo sapiens), P30989. NTR1-U2OS beta-arrestin-GFP spot imaging, agonist mode. activation, % at 20 µM. 330,000 tested, 0.17% active;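 active = activation at or above 40% of the spot to cytoplasm intensity ratio, with at least 20 cells analyzed; inconclusive = wells under 20 cells, flagged as cytotoxic or low count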;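 also: 0% = DMSO without peptide and 100% = 100 nM NTR1 peptide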
Target sequence (P30989 whole entry, looked up): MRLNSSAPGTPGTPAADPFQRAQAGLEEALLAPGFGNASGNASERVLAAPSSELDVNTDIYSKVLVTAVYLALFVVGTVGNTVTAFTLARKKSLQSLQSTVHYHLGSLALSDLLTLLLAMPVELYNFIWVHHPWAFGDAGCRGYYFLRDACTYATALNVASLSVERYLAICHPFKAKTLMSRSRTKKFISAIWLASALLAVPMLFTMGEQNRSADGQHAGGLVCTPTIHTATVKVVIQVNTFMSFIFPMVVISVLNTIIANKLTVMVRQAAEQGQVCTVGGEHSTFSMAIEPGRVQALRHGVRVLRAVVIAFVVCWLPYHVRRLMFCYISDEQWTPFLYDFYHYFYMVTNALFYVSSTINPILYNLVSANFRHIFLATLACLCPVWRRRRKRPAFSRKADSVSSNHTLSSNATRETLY
Salmonella PhoP GFP: inhibitors of PhoP regulon expression, primary screen, Salmonella Typhimurium, GFP reporter (AID 1863); S. Typhimurium PhoP-regulated promoter GFP reporter, 4 h; higher % means a stronger effect; one-dose inhibition, % at 50 µM; IC50 in µM for titrated hits; 300,000 tested, 0.16% active;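 active = inhibition over 29.93%, a cutoff 3 SD above the screen mean, later confirmed by dose response; inconclusive = inhibition over 29.93% but no dose response follow-up; inactive = inhibition at most 29.93% or unconfirmed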;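 also: 0% = low Mg2+ inducing control and 100% = high Mg2+ repressing control; strong numbers were not always called active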
UTI89 phage lysis: inhibition of K1F phage lysis, E. coli UTI89, bacterial capsule biogenesis inhibitors, alamar blue (AID 488966) | E. coli UTI89 K1F phage lysis, alamar blue, 2 h; higher % means a stronger effect | inhibition, % at 100 µM; hits with a dose series show IC50 in µM | 340,000 tested, 0.02% active;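 active = phage lysis inhibition, versus mean bacterial control, above a set limit; inconclusive = no clear call, values can overlap the other calls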;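 also: capsule biogenesis inhibitors block K1F phage lysis so surviving cells raise fluorescence; higher fluorescence means more inhibition of phage lysis; actives were called in the ten point dose series up to 300 µM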
T cell HTS vesicle-bound %: recorded beside T cell HTS, whose call it bears; double positive events, %; measured here: CD8+ vesicle-bound cell fraction;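 binding gate set so that unloaded-vesicle control wells show 10% double positive cells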
NTR1 agonist cell count 20 µM: further read-out of NTR1 agonist, marked with its call; cell count; measured here: cell count, cytotoxicity flag
NS5 inhibitors pilot replicate: second read-out of NS5 inhibitors, no call of its own (marks repeat the call); inhibition, %; measured here: pilot screen replicate inhibition
Numbers without * were called inactive; i = inactive; ? = inconclusive; / = not tested or not shown; [ ] = dose if it differs, or a comment.

SMILES | T cell HTS | T cell HTS vesicle-bound % | MgcRacGAP inhibition | RSV antiviral HEp-2 | West Nile virus CPE | SV40 large T antigen | NS5 inhibitors | NTR1 agonist | NTR1 agonist cell count 20 µM | Salmonella PhoP GFP | UTI89 phage lysis | others
COc1c2c(nc3occc13)C(CC=C(C)C)(OC)C(OC(C)=O)CC2 (centres undefined) | i | 66.6 | 6.7% | 4.7% | 0.1% | 13.2% | -4.0% | 2.5 | 54 | 3.8% | 2.2%
CCNS(=O)(=O)c1ccc(CCC(N)=O)cc1 | i | 36.6 | 3.2% | 0.0% | 1.8% | 2.7% | -7.3% | 0.2 | 48 | 4.0% | -1.6%
Cc1ccc(NC(=O)CCS(=O)(=O)c2ccc3c(c2)NC(=O)C(C)S3)cc1Cl (centres undefined) | i | 5.5 | -35.9% | ? | -0.4% | 3.8% | 3.6% | 5.7 | 57 | -0.7% | -0.2%
COc1cccc(CN(C)CC(=O)NNC(=O)c2ccc(Cl)cc2)c1 | i | 35.5 | 4.1% | 0.8% | -1.0% | 0.6% | 1.5% | -0.9 | 53 | 2.9% | 0.1%
COc1cc(/C=C/C(=O)OCC(=O)Nc2ccc3c(c2)OCCO3)ccc1O | i | 55.3 | 39.8µM* | 5.0% | -0.7% | 20.4% | -5.2% | 3.3 | 99 | -1.1% | 1.3%[50 µM]
CN(C)CCNC(=O)c1ccccc1-c1ccccc1 | i | 65.2 | -3.6% | 2.4% | 0.1% | 10.5% | -1.6% | 0.5 | 57 | 22.6% | -0.1%
O=C(c1cccc(Cl)c1)N1CCN(Cc2ccc3c(c2)OCO3)CC1 | i | 57.0 | 7.0% | 0.3% | -1.0% | -0.7% | 5.2% | -0.2 | 56 | -3.7% | 0.0%
CC(C)(C)C(=O)Nc1ccc(S(=O)(=O)Nc2nccs2)cc1 | i | 15.1 | 4.6% | 1.1% | 0.3% | 2.0% | -11.9% | 1.7 | 71 | 3.7% | 0.1%
COc1ccc(S(=O)(=O)N2CCCCC2)cc1NC(=O)CSc1nnc(C2CC2)n1C | i | 53.4 | 3.6% | 1.8% | / | / | -3.0% | -1.7 | 53 | / | -0.1%[50 µM]
CCCNC(=O)C1CCC(CNS(=O)(=O)c2ccc3c(c2)N(C(C)=O)CCO3)CC1 (centres undefined) | i | 11.7 | 12.2% | 0.8% | 0.5% | 25.5% | -6.2% | -0.5 | 64 | -7.9% | 0.0%
C/C(=N\Nc1ccc(S(=O)(=O)N2CCOCC2)cc1[N+](=O)[O-])C(C)C | i | 27.7 | 4.9% | 1.7% | -0.6% | 9.8% | -9.6% | 0.6 | 66 | 0.4% | 1.3%
Nc1nc(COC(=O)CCC(=O)c2ccccc2)nc(Nc2ccccc2)n1 | / | / | 0.7% | / | / | / | -5.8% | 0.2 | 50 | / | 0.8%[50 µM]
COc1ccc(OCc2cc(C(=O)NCC3CCOCC3)no2)c(Cl)c1 | i | 2.0 | -11.3% | 2.2% | -0.6% | 7.0% | -2.8% | -0.7 | 53 | -2.3% | -0.1%
COc1ccccc1N1CCN(C(=O)CSc2nc(N)cc(=O)[nH]2)CC1 | i | 0.8 | 4.2% | -0.4% | 0.9% | -5.5% | 3.2% | -0.3 | 80 | 4.0% | -0.9%
O=C(NCc1ccco1)c1ccc(Cl)c(S(=O)(=O)N2CCCC2)c1 | i | 32.9 | 7.4% | 1.1% | / | / | 0.4% | -2.0 | 64 | / | 0.2%[50 µM]
COc1ccc(-n2c(=S)[nH]c3sc4c(c3c2=O)CCc2ccccc2-4)cc1 | i | 4.0 | / | 7.1% | 0.1% | -3.7% | / | 1.7 | 31 | 1.4% | /
COc1cccc(C(=O)Nc2nnc(-c3cccs3)s2)c1 | i | 43.6 | 12.3% | 8.0% | 0.0% | 4.9% | 2.1% | 3.4 | 38 | -17.1% | 0.5%
CCC(=O)c1ccc(OCC(O)CN2CCN(c3cccc(C(F)(F)F)c3)CC2)cc1 (centres undefined) | i | 52.9 | 12.8% | 0.3% | -0.8% | 1.4% | -2.1% | 2.6 | 51 | 7.6% | 0.3%
CNc1c(N=Cc2cccnc2)c(=O)n(C)c(=O)n1C | i | 28.1 | -0.1% | 1.9% | 0.2% | 14.1% | -5.1% | 1.2 | 40 | 1.0% | 3.1%[50 µM]
CCc1ccc(NC(=O)C(C)OC(=O)CN2C(=O)NC3(CCCC3)C2=O)cc1 (centres undefined) | i | 47.6 | 8.7% | 0.1% | / | / | -0.8% | 0.2 | 61 | / | 0.6%[50 µM]
CC(C)(C)c1cc(C(F)(F)F)c(C#N)c(=O)[nH]1 | i | 27.0 | 8.7% | 2.2% | 0.7% | -10.2% | -5.6% | 4.7 | 94 | 8.5% | 2.5%
COc1ccc(CNC(=O)N2CCN(c3ccc(F)cc3)CC2)cc1Cl | i | 33.2 | 6.0% | 2.5% | -1.6% | 1.3% | -5.9% | -0.3 | 57 | -0.9% | 2.0%
O=C(Nc1cc(S(=O)(=O)Nc2ccccc2F)ccc1Cl)c1ccc(F)cc1F | i | 12.8 | 6.4% | / | / | / | -0.8% | 1.1 | 63 | / | -1.6%
O=S(=O)(c1ccc(F)c(Cl)c1)N1CCN(C/C=C/c2ccccc2)CC1 | i | 34.0 | 2.2% | 1.4% | / | / | -3.9% | -3.3 | 53 | / | 0.2%[50 µM]
Cc1cnc2c(c1)C(=O)c1ccccc1-2 | i | 28.5 | 13.8% | 0.6% | -0.5% | 6.2% | -5.9% | 0.1 | 93 | / | 0.1%
COc1cc(C(=O)Nc2nccs2)cc(OC)c1OC | i | 68.8 | 0.2% | 1.1% | 0.2% | 2.4% | -2.4% | 0.2 | 69 | -8.3% | 0.9%
Cn1cc(S(=O)(=O)N2CCOCC2)cc1C(=O)NCc1ccccc1Cl | i | 30.6 | 12.5% | 0.3% | 0.8% | -1.2% | 0.7% | 8.3 | 59 | / | 2.7%
CCOP(=O)(OCC)C(C)(C)NC(=O)Nc1ccc(Cl)c(Cl)c1 | i | 39.6 | 4.0% | 2.0% | -0.8% | 7.8% | -0.8% | 6.3 | 46 | -6.1% | -1.1%
Nn1cnnc1N/N=C/c1ccccc1C(F)(F)F | i | 51.7 | 14.7% | 1.8% | -0.4% | 0.1% | -1.4% | 0.4 | 93 | 19.7% | 0.0%
O=C(O)c1cc2cc(Oc3ccccc3)ccc2[nH]1 | i | 56.8 | 3.4% | 3.4% | 0.3% | 11.3% | -7.2% | 0.5 | 92 | -10.4% | -0.2%
CC(=O)Cc1ccccc1OCC(=O)O | i | 51.3 | 2.9% | -1.2% | 0.8% | -1.7% | 4.1% | -0.4 | 89 | -9.8% | 0.6% | NS5 inhibitors pilot replicate=2.4
CC(C)(C)C(=O)Nc1nnc(SCC(=O)NCc2ccco2)s1 | i | 6.7 | 9.4% | 2.6% | -0.6% | 21.0% | 2.9% | -0.1 | 40 | 5.6% | 3.0%[50 µM]
COc1ccc(N2C(=O)CC(N3CCN(c4ccccc4F)CC3)C2=O)cc1 (centres undefined) | i | 3.0 | 3.7% | 1.3% | 0.2% | -0.1% | -2.8% | 1.3 | 42 | -5.1% | -0.1%
CCOC(=O)c1c(S(=O)(=O)NCC(=O)Nc2cccc(C)n2)c(C)n(C)c1C | i | 34.6 | 13.3% | 0.9% | -0.1% | 11.1% | 0.0% | -0.5 | 46 | -6.5% | 0.1%
COC(=O)C1=C(C)N(Cc2ccc(C)cc2)C(=O)C1 | i | 18.5 | 7.8% | 0.4% | -0.6% | 2.6% | 2.4% | 2.3 | 75 | -6.0% | 3.0%
COc1ccc(CCN2CN(S(=O)(=O)c3ccc(OC)cc3)c3nc4ccccc4nc32)cc1 | i | 21.2 | 2.1% | 3.2% | 0.2% | 7.7% | -6.6% | -0.1 | 43 | -13.5% | 3.4%
COc1ccc([C@H]2CC(=O)C=C(c3ccccc3OC)C2)cc1OC | i | 12.6 | 3.7% | 1.6% | / | / | 0.0% | 0.4 | 52 | / | -0.3%
Cc1ccc(C)c(NC(=S)N2CCC(NC(=O)C3CCCCC3)CC2)c1 | i | 21.9 | 4.8% | 1.8% | -0.6% | 4.0% | 0.8% | 0.9 | 41 | 1.9% | 0.4%
CCOC(=O)C1CCN(c2nc(C)cc(C)c2C#N)CC1 | i | 22.3 | 15.8% | 0.6% | 0.2% | -1.5% | -11.1% | 1.8 | 59 | 3.1% | 5.4%
O=C(NC1CCCN(CCc2ccccc2)C1)c1c(F)cccc1F (centres undefined) | i | 49.7 | 10.4% | -0.3% | 0.0% | 22.1% | / | 0.3 | 72 | -2.6% | 0.6%
CC(=O)c1cccc(NC(=O)CCc2nnc3ccc(N4CCN(C)CC4)nn23)c1 | i | 20.7 | 11.1% | -0.4% | 0.2% | 9.0% | -3.2% | -0.6 | 68 | 3.8% | 0.5%
CC1CCCCN1CCCNC(=O)C1CCN(c2nc3ccccc3o2)CC1 (centres undefined) | i | 34.1 | 6.3% | 1.2% | 0.3% | 4.3% | -7.7% | -2.4 | 55 | -4.4% | -0.7%
CN(C)S(=O)(=O)NCCNc1ccc(C(F)(F)F)cc1[N+](=O)[O-] | i | 0.9 | -6.1% | 10.0% | -1.9% | 3.9% | -5.4% | 2.3 | 42 | -3.5% | -1.2%
S=c1[nH]nc(-c2ccc(Cl)cc2)n1-c1ccc(Cl)cc1 | i | 27.8 | -1.4% | 2.1% | 0.8% | 10.4% | -12.3% | 0.2 | 47 | -4.1% | -1.0%
O=C(Nc1ccc(F)c(Cl)c1)N1CCCC1 | i | 61.2 | 10.4% | 0.5% | -0.6% | 4.6% | 0.0% | -1.0 | 72 | -13.9% | 0.0%
Cc1ccc(S(=O)(=O)NCCC(=O)NCC(=O)Nc2c(C)cccc2C)cc1C | i | 42.7 | 4.3% | 0.5% | / | 7.3% | 0.0% | -0.1 | 60 | -5.0% | 1.8%[50 µM]
